GLA spleen mod: inhibitors or activators of human alpha-galactosidase in spleen homogenate | Potency, µM (doses to about 80 µM), inactives show top-dose activity change, negative = inhibition, usual class: inhibitors | AID 2107 | P06280 | human spleen homogenate, 4MU-alpha-Gal fluorescence, 40 min | hit rate 0.008% among 240,000;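 note: 0% = enzyme with vehicle and -100% = no enzyme basal signal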
Target sequence (P06280 32-429 limits assumed): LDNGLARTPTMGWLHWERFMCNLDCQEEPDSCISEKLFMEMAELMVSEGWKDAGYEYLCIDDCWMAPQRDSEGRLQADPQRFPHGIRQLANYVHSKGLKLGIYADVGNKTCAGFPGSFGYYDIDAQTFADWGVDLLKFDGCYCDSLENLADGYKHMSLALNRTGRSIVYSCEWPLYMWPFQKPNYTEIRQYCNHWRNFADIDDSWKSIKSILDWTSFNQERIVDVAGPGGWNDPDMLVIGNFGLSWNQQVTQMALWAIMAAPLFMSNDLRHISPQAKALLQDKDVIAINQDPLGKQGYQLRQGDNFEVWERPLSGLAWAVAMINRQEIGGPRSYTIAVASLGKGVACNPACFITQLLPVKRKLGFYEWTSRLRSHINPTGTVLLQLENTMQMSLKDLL
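Human spleen homogenate (1 ug) as enzyme source, 4-methylumbelliferyl-alpha-D-galactopyranoside 1 mM final, citrate/phosphate pH 5.0 with 0.01% Tween-20. Compounds 40 min at 37C, NaOH/glycine stop; fluorescence Ex 365/Em 440, Hill-fit AC50.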
GAA glycogen mod: GAA glycogen-cleavage inhibition or activation; AID 2100; Potency, µM (titrated, usually from 76.4 µM), for inactives: at the top dose activity change, negative = inhibition, most hits filed as inhibitors; recombinant GAA, glycogen substrate, Amplex Red glucose oxidase fluorescence; P10253; hit rate 0.38% among 300,000;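 note: 0% = full enzyme reaction and -100% = no-enzyme basal signal; the screen sought inhibitors and activators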
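Natural-substrate format: glycogen cleavage by 4 nM human enzyme, glucose read by Amplex Red coupling (Ex 573, Em 610 nm). Normalized to enzyme and no-enzyme controls.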
Tau fluor counter: counter-screen for tau fibril formation inhibitors; tau K18 P301L Alexa594 fluorescence, heparin fibrillization; Potency, µM (titrated, usually from 57.7 µM), without a hit: at the top dose activity change, negative = decrease; hit rate 0.93% among 280,000; AID 1463; note: % is set by controls: 0 for no effect and ±100 for the full control effect; nearly all actives have a fitted effect of over 55% in size
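Human tau K18 P301L (15 uM unlabeled, 0.24 uM Alexa 594-labeled) in 100 mM sodium acetate pH 7 with 20 uM heparin, 6 hr at 37 C. ThT 30 uM added, 1 hr ambient; Alexa 594 FP and total fluorescence read at 555/632 nm.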
aGlu spleen mod: inhibits or activates alpha-glucosidase in human spleen homogenate; Potency, µM (highest dose often 79.9 µM), without a hit: at the top dose activity change, negative = inhibition, usual class: inhibitors; hit rate 0.006% among 240,000; AID 2112; human spleen homogenate, 4-MU-alpha-glucoside fluorescence;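 note: 0% = enzyme with vehicle and -100% = no enzyme basal signal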
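Compounds were titrated against alpha-glucosidase in spleen homogenate at pH 5.0, with 1 mM 4-methylumbelliferyl substrate for 40 min at 37 C. Reactions were quenched with pH 10 NaOH/glycine and fluorescence measured.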
ALDH1A1 block: inhibitors of human aldehyde dehydrogenase 1A1. Purified ALDH1A1, NADH fluorescence, propionaldehyde substrate. AID 1030. P00352. hit rate 7.3% among 220,000. Potency, µM (top dose mostly 75.3 µM), for the others: at the highest dose activity, negative = inhibition, actives largely listed as inhibitors; active = well fitted inhibition curve with a large enough effect, not every such curve was filed as active; inconclusive = small, poorly fitted or top-dose-only effect, or another doubt; inactive = no such curve, though single readings can be large or run the other way;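 note: plate controls were no enzyme wells and a reference inhibitor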
Target sequence (P00352 whole entry, looked up): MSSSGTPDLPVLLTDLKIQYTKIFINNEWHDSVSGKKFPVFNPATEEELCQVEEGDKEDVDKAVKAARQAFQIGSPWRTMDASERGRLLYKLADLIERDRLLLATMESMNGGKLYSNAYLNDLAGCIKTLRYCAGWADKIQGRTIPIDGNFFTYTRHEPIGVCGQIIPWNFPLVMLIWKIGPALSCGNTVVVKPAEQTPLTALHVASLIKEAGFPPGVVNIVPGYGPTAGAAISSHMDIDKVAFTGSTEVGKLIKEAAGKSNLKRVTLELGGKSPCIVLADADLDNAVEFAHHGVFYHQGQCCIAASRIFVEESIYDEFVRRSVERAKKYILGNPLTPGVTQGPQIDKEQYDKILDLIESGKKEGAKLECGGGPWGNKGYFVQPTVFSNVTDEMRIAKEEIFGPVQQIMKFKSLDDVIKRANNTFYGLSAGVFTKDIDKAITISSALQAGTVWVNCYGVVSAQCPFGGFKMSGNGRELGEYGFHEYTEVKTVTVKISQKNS
Epigenetic reg: regulators of epigenetic silencing causing reporter derepression in mouse cells | murine LDR cells, GFP reporter derepression, 30 h | Potency, µM (series often up to 53.9 µM), inactives show at the highest dose GFP activation, most hits filed as activators | hit rate 0.2% among 280,000; note: % of control where 0% means no effect; nearly all actives have a fitted effect of over 60% in size
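Reporter derepression read as number of fluorescent GFP-positive objects, 20-120 um in size, counted by laser-scanning cytometer. Mouse LDR line with an epigenetically silenced CMV-GFP locus; compound incubation 30 h, 37 C.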
NPSR antagonist: antagonists of human neuropeptide S receptor cAMP signaling. hit rate 1% among 220,000. CHO-NPSR cells, cAMP TR-FRET, antagonist mode. Potency, µM (top dose mostly 38.3 µM), for the others: top-dose activity change, negative = inhibition, usual class: inhibitors. Q6W5P4; note: % is set by controls: 0 for no effect and ±100 for the full control effect; nearly all actives have a fitted effect of over 50% in size; many of its hits are not listed in these tables
GAA inh: blocks human lysosomal alpha-glucosidase | purified human GAA, 4-MU-alpha-glucoside fluorescence | Potency, µM (top dose mostly 76.9 µM), inactives show top-dose activity change, negative = inhibition, actives largely listed as inhibitors | hit rate 0.005% among 200,000;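 note: plate controls were uninhibited enzyme wells for no effect and no-enzyme background for full effect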
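Human alpha-glucosidase, 4 nM, pre-mixed with test compounds before 400 uM 4-methylumbelliferyl substrate; 20 min room temperature at pH 5.0. Fluorescence read after pH 10 stop; AC50 values from Hill-equation fits.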
Active calls of the source: *; ? = inconclusive; / = not tested or not shown; [ ] = another dose, or the depositor's remark. Unless noted, calls come from the whole dose curve; as a rule, active = well fitted curve in the direction sought with a large enough effect; inconclusive = small, poorly fitted or top-dose-only effect, or another doubt; inactive = no such curve, though single readings can be large; an effect the other way counts as inactive or inconclusive. Potency is the fitted concentration of half-maximal effect.

SMILES | GLA spleen mod | GAA glycogen mod | Tau fluor counter | aGlu spleen mod | ALDH1A1 block | Epigenetic reg | NPSR antagonist | GAA inh
CCN1CCN(C(=O)c2cc3c(-c4ccc(Cl)cc4)nn(C)c3s2)CC1 | 5.5% | -10.7% | -6.4% | 6.4% | ? | 0.8% | -10.9%[46.1 µM] | -10.3%[15.4 µM]
COc1ccc(-c2noc(CSc3nc(N)c(-c4ccccc4)c(=O)[nH]3)n2)cc1 | -3.7% | 3.8% | -6.5% | -3.4% | ? | 0.0% | 9.0%[46.1 µM] | -1.4%
COC(=O)c1ccc2ccn(CC(=O)NC3CCCCC3)c2c1 | -4.6% | 0.7% | 2.1% | -4.4% | ? | -1.1% | ? | -2.5%
COc1ccc(Nc2c3c(nc4c(-c5ccccc5)c(C)nn24)CCC3)cc1 | 9.2% | -4.6% | -26.9% | 6.1% | ? | -1.9% | -48.3% | -3.4%
CC(C)(C)NC(=O)C(=O)NN=C1CCCCCCC1 | 0.5% | -4.7% | 1.0% | / | 6.4% | 1.9% | 16.7% | -4.8%
COc1ccc(C/C(N)=N/OC(C)=O)cc1OC | -2.9% | -0.8% | 7.3% | -4.2% | 9.6% | -0.9% | 7.9% | 2.6%
COc1ccc(OCC(=O)Nc2cccc(-c3nc4ccccc4o3)c2)cc1 | -3.5% | 0.8% | -17.0% | -3.6% | ? | 1.0% | 10.2%[46.1 µM] | ?
O=C(NCc1ccc2c(c1)OCO2)C(=O)NCC1CCCO1 (stereo unspecified) | 1.7% | -5.2% | -7.2% | 5.8% | 12.1% | 0.1% | 15.0% | 0.6%
COC(=O)c1cc(Br)c(=O)n(-c2ccccn2)c1 | -0.6% | 10.5% | 3.2% | -0.6% | -1.5% | -0.7% | 4.9%[46.1 µM] | ?
CN1C(=O)CC(N2CCN(CCN=CC3=C(O)CC(C)(C)CC3=O)CC2)C1=O (stereo unspecified) | 8.3% | 3.0% | 3.5% | -18.1% | -11.5% | -0.9% | 4.1%[46.1 µM] | -3.7%
C=CCN1C2CCCC1CC(NC(=O)Nc1cccc(C(C)=O)c1)C2 (stereo unspecified) | -11.0% | 0.4% | -8.6% | -6.3% | -15.2% | -1.9% | 3.8%[46.1 µM] | ?
Cc1ccc(NC(=O)CN2CCc3ccccc3C2)cc1 | -8.7% | -2.3% | -5.9% | -7.4% | 8.3% | -0.9% | -20.3%[46.1 µM] | -4.9%
Cc1ccc(O)c(NC(=O)c2noc(C(C)C)c2[N+](=O)[O-])c1 | -2.9% | ? | -27.0% | -14.7% | -9.5% | -0.1% | -34.4% | -0.5%
CC(C)=C1SC(N2CCN(c3cccc(C)c3)CC2)=NC1=O | -7.8% | -0.4% | -16.4% | -5.8% | -4.1% | 0.0% | -18.0%[46.1 µM] | -3.7%
CCc1c(C)sc2nc(C(C)C)nc(SCC(=O)N3CCc4ccccc4C3)c12 | -12.6% | 3.5% | -11.8% | 2.5% | -8.3% | 8.9% | ? | -3.1%
O=C(Nc1ccc(S(=O)(=O)NCc2ccco2)cc1)c1ccncc1 | -2.2% | 0.7% | -9.6% | -1.5% | 12.2% | -1.0% | 0.8%[46.1 µM] | 2.5%
O=C(O)CSc1nnc(SCc2cccc3ccccc23)s1 | -2.9% | -8.3% | -5.4% | -17.9% | ? | -0.1% | -2.6%[46.1 µM] | -2.0%
O=C(CN1C(=O)CSc2ccc(S(=O)(=O)N3CCOCC3)cc21)NCCCN1CCc2ccccc2C1 | -11.4% | 0.6% | -4.5% | -11.1% | -3.0% | -0.1% | 4.9% | 3.7%
Oc1ccccc1-c1nc(NCc2cccnc2)c2ccccc2n1 | -0.6% | -7.7% | ? | -1.4% | / | 0.0% | ? | /
CCOC(=O)C1CCCCN1Cc1ccc(F)c(Br)c1 (stereo unspecified) | 1.1% | 5.0% | -12.1% | -9.7% | ? | 4.4% | -5.7%[46.1 µM] | -6.3%
Cc1ccc(NC(=O)c2cc(C)n(-c3cccc(C)c3)c2C)cc1 | -6.2% | 1.8% | -9.0% | -5.4% | ? | 0.0% | -51.4% | ?
Cn1nc(CC(=O)Nc2cccc3ncccc23)c2ccccc2c1=O | 1.6% | -8.8% | 3.9% | 3.6% | 10.0% | -5.1% | -0.8%[46.1 µM] | 0.2%
C=CCNC(=S)NNC(=O)c1ccco1 | -9.8% | ? | 3.7% | -2.1% | 9.8% | 1.1% | -10.5% | ?
CCc1ccccc1NC(=O)CN(C)C(=O)CSc1nn(-c2ccc(F)cc2)c(=S)s1 | -9.8% | 10.8% | -24.8% | -21.3% | ? | 0.0% | -20.4%[46.1 µM] | -2.3%
CCCOc1ccc(CSc2nnc(CCC)n2N)cc1 | -3.7% | 8.7% | -9.3% | 1.6% | 8.2% | -1.1% | -4.5%[46.1 µM] | 11.1%
O=[N+]([O-])c1ccc(S(=O)(=O)N2CCSC2c2ccco2)cc1 (stereo unspecified) | -3.8% | 1.1% | -17.6% | 5.2% | 3.98µM* | 0.0% | -3.6% | -2.1%
C=C(C)c1cccc(C(C)(C)NC(=O)Nc2ccc(C(N)=O)cc2)c1 | 1.8% | 4.9% | -17.5% | 3.0% | 8.1% | -1.1% | 14.6% | 0.0%
CC(=O)Nc1cc[n+](CC(=O)c2ccc(Cl)cc2)cc1 | 1.3% | 1.0% | -12.5% | 7.5% | / | -0.4% | 29.8% | /
C=CCNc1ncnc2c1cnn2-c1cccc(C)c1 | -1.2% | 3.4% | -14.0% | -25.2% | ? | -0.8% | -6.9%[46.1 µM] | -4.7%
CCc1ccc(/C=N/n2c(C)cc(C)c(C#N)c2=O)cc1 | 0.8% | -4.2% | 13.6% | -0.4% | -3.1% | 0.1% | 21.5% | 2.1%
COc1ccc2cc(CN(Cc3ccco3)C(c3nnnn3C3CCCCC3)C(C)C)c(=O)[nH]c2c1 (stereo unspecified) | 0.0% | -2.7% | -5.7% | -4.2% | 15.8µM* | -0.8% | -3.0%[46.1 µM] | -4.1%
CCCCCC1CCC(c2ccc(/C(N)=N/O)cc2)CC1 (stereo unspecified) | -2.4% | -14.1% | -13.9% | -2.4% | / | 2.0% | 10.7% | /
O=C(N/N=C/c1cccn1-c1cccc(C(=O)O)c1)Nc1ccccc1 | 4.0% | 4.3% | -3.3% | -2.5% | 2.0% | -1.9% | -4.6% | -2.2%
Cc1ncoc1C(=O)N1CCCC(C(=O)c2ccc(-c3ccccc3)cc2)C1 (stereo unspecified) | 2.3% | -13.7% | -8.1% | 2.4% | ? | 1.1% | -3.1% | 2.5%
COc1ccc(S(=O)(=O)N(CCc2ccccc2)CC(=O)O)cc1C | 12.9% | 4.2% | -11.0% | 4.1% | ? | 3.7% | -1.6%[46.1 µM] | ?
O=C(O)c1cccc(-n2nnnc2SCc2ccccc2Cl)c1 | 0.0% | 9.9% | 0.3% | -1.5% | 8.4% | 2.6% | 27.2% | 1.0%
O=C(CCn1cnc2ccccc2c1=O)Nc1cccc(Cl)c1Cl | 0.7% | -5.6% | -6.9% | 5.1% | 3.9% | 1.1% | -6.7% | -1.5%
N/C(=N\OC(=O)c1cc(Cl)ccc1Cl)c1ccncc1 | 0.7% | 6.6% | -9.7% | 3.6% | -1.7% | -0.1% | 6.1% | 5.4%
COc1ccccc1NC(=O)c1nnn(CC(=O)Nc2ccccc2)c1N | 0.2% | 1.8% | -12.1% | -1.0% | ? | 3.0% | -5.9%[46.1 µM] | -3.0%
COc1ccc(-c2cc(-c3ccccc3O)[nH]n2)cc1 | 5.9% | -1.2% | -5.1% | 2.2% | 13.3% | 1.3% | -26.7%[46.1 µM] | -3.4%
O=C(Nc1cccc(S(=O)(=O)N2CCOCC2)c1)c1ccc2ccccc2n1 | -1.2% | -11.2% | -26.8% | -1.2% | / | 0.6% | -14.1% | /
Cc1nc(SCC(=O)O)c2oc3ccccc3c2n1 | 5.0% | 8.0% | -4.3% | -6.1% | 1.8% | 0.8% | -9.1%[46.1 µM] | -24.9%
CCN(C(=O)Cn1c(=O)oc2ccccc21)C1CCS(=O)(=O)C1 (stereo unspecified) | -1.1% | -2.3% | -7.8% | -1.7% | 3.7% | -3.2% | 6.1%[46.1 µM] | -4.2%
COc1ccc(N2CCN(C(=O)c3ccc(-n4nc(C)cc4C)cc3)CC2)cc1 | -9.0% | -3.3% | -5.5% | 0.3% | 3.1% | -4.4% | -0.8%[46.1 µM] | 3.1%
CCOc1ccc(N2CC(=O)N(c3ccc(OCC)cc3)CC2=O)cc1 | 6.8% | 5.6% | 0.6% | -26.3% | -1.8% | 0.9% | 6.4%[46.1 µM] | 5.9%

A draw from above in order of molecular weight, smallest number first.
SMILES | GLA spleen mod | GAA glycogen mod | Tau fluor counter | aGlu spleen mod | ALDH1A1 block | Epigenetic reg | NPSR antagonist | GAA inh
COc1ccccc1NC(=O)c1nnn(CC(=O)Nc2ccccc2)c1N | 0.2% | 1.8% | -12.1% | -1.0% | ? | 3.0% | -5.9%[46.1 µM] | -3.0%
Cc1ncoc1C(=O)N1CCCC(C(=O)c2ccc(-c3ccccc3)cc2)C1 (stereo unspecified) | 2.3% | -13.7% | -8.1% | 2.4% | ? | 1.1% | -3.1% | 2.5%
COc1ccc(N2CCN(C(=O)c3ccc(-n4nc(C)cc4C)cc3)CC2)cc1 | -9.0% | -3.3% | -5.5% | 0.3% | 3.1% | -4.4% | -0.8%[46.1 µM] | 3.1%

(cont.)
SMILES | GLA spleen mod | GAA glycogen mod | Tau fluor counter | aGlu spleen mod | ALDH1A1 block | Epigenetic reg | NPSR antagonist | GAA inh
Cc1ccc(CCN2CC(C(=O)NCCCN3CCCCCC3)CC2=O)cc1 (stereo unspecified) | 2.6% | 3.3% | 5.3% | 2.3% | -3.1% | -1.1% | -0.9%[46.1 µM] | -7.1%
COc1ccc(C(CNC(=O)c2ccc3c(c2)C(=O)N(CCC(C)C)C3=O)N2CCOCC2)cc1 (stereo unspecified) | 5.3% | -9.2% | -10.8% | 1.7% | ? | 0.8% | -18.4%[46.1 µM] | -19.5%
Cc1nc(Nc2ccccc2)sc1C(=O)Nc1ccccc1 | 0.4% | -16.9% | ? | -6.5% | -5.8% | 0.5% | 38.1% | 4.8%
COC(=O)[C@@]1(Cc2ccc(F)cc2)[C@H]2c3cc(C(=O)N(C)C)n(C)c3C[C@H]2CN1C(=O)c1ccccc1 | 0.9% | / | -4.6% | 1.7% | 2.6% | 2.3% | / | /
CCOc1cc(CO)c(Br)cc1OCC(=O)O | -15.9% | 7.1% | -7.7% | -7.3% | 5.8% | -1.8% | -21.9%[46.1 µM] | 4.1%

Bioassay records from PubChem.

The list is partial; rates above refer to the full screens.
